hIAP inh: blocks human intestinal alkaline phosphatase; purified IAP, CDP-Star luminescence, 30 min; inhibition, % at 10 µM; 330,000 compounds, 0.12% hits;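 active means inhibition reaching a set limit with compound at 10 µM in the primary screen, cut at about 35% in these data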;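 further: plate controls were DMSO wells with enzyme for no effect and no-enzyme buffer wells for full effect; values of inactives mirror those of a sister screen read the other way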
Target sequence (P09923 whole entry, looked up): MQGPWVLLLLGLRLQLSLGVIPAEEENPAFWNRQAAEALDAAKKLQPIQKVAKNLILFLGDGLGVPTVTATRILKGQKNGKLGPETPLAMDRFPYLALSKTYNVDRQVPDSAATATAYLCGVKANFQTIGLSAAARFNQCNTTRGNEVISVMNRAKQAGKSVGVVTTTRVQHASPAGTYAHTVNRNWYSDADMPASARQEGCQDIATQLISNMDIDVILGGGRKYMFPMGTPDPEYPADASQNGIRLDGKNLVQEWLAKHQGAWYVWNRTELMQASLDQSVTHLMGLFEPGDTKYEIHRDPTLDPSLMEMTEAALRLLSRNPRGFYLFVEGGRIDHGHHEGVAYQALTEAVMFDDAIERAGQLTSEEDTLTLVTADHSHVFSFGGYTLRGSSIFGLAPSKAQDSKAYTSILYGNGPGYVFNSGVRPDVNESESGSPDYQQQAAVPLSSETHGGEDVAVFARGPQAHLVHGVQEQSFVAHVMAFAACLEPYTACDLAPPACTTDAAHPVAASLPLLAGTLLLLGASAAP
GRIN3A LBD mod: NR3A (human) ligand-binding domain modulation | NR3A LBD differential scanning fluorimetry, Tm shift; 0% = protein alone, 100% = glycine-bound protein | Tm shift relative to glycine control, % at 25 µM | 340,000 compounds, 2.5% hits | AID 1259313;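 active means melting temperature shift of at least 10% of the positive control shift, at one fixed dose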
MPTP block: permeability transition pore inhibition; isolated mouse mitochondria, Ca2+ swelling absorbance, 30 min; inhibition, % at 10 µM; 360,000 compounds, 1.4% hits; AID 602449;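 active means inhibition of 50% or more, scaled per plate between neutral and stimulator controls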;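 further: 0% = DMSO wells given calcium and 100% = 1 mM EGTA wells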
mIAP act: increases mouse intestinal alkaline phosphatase activity. muIAP, CDP-Star luminescence, 30 min; stronger effect = higher value; 1 = vehicle-only enzyme signal, 0 = enzyme-free wells. activation factor at 10 µM. 330,000 compounds, 0.24% hits. AID 2805;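 active means activation factor of at least 2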; further: the source names both 10 and 20 µM as test concentration; values of inactives mirror those of a sister screen read the other way
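Assay system: mouse IAP enzyme; Reagent: CDP-Star chemiluminescent phosphatase substrate; Compound: DMSO-dissolved test compounds; Incubation: 30 min, room temperature; Technique: luminescence from enzymatic CDP-Star hydrolysis; Controls: DMSO-only wells and no-enzyme negative control.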
beta cell repl: inducers of beta-cell replication in MIN6 cells; MIN6 cells proliferation, ATPlite luminescence, 48 h; cells starved in 0.2% serum; 100% = growth in 10% serum; proliferation, % at 10 µM; 330,000 compounds, 0.29% hits; AID 2380;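 active means compounds whose signal lies at least 3.5 SD above the mean of all wells on their plate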;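 further: 0% = DMSO-treated cells in low-serum medium and 100% = 10% serum control; some compounds called inactive have numbers as strong as hits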
hIAP act: human IAP activation; 330,000 compounds, 0.16% hits; purified human IAP, CDP-Star luminescence, 30 min; stronger effect = higher value; 1 = vehicle-only enzyme, 0 = enzyme-free background; activation factor at 10 µM;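 active means activation factor of the enzyme at least 2-fold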; further: the source names both 10 and 20 µM as test concentration; values of inactives mirror those of a sister screen read the other way
mIAP inh: mouse IAP inhibition; inhibition, % at 10 µM; 330,000 compounds, 0.2% hits; purified mouse IAP, CDP-Star luminescence, 30 min;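 active means inhibition of at least 40% at 10 µM in the primary screen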;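 further: plate controls were DMSO with enzyme for no effect and no enzyme wells for full effect; values of inactives mirror those of a sister screen read the other way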
A3A deaminase: inhibitors of human APOBEC3A DNA deaminase. P31941. recombinant A3A, FAM/TAMRA ssDNA deamination fluorescence. inhibition, % at 20 µM. 330,000 compounds, 0.41% hits. AID 493011;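 active means at least 40% inhibition at 20 µM here, with at most 30% in a related deaminase screen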;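 further: plate controls were A3A with DMSO for no effect and wells lacking A3A enzyme for full effect; some results filed as inactive read as strong as hits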
APOBEC3G inh: blocks human APOBEC3G single-stranded DNA deamination | recombinant A3G, ssDNA deamination FAM/TAMRA fluorescence | 330,000 compounds, 0.28% hits | inhibition, % at 20 µM;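 active means inhibition of at least 40% at 20 µM, with no more than 30% in the related APOBEC3A deaminase screen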;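 further: plate controls were DMSO wells with A3G for no effect and wells lacking A3G enzyme for full effect; some compounds called inactive have numbers as strong as hits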
Target sequence (Q9HC16 whole entry, looked up): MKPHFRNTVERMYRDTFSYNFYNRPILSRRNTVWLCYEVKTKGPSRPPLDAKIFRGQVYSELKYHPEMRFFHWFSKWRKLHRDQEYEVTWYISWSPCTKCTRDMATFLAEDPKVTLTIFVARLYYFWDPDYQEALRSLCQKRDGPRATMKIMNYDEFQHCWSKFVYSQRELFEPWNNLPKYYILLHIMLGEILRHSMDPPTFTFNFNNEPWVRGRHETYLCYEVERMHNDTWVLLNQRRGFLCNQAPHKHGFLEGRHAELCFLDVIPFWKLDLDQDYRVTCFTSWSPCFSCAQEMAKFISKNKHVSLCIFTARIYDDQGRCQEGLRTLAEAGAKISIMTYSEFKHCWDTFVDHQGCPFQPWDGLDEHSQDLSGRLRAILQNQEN
Active calls of the source: *; nt = not tested or not shown.

SMILES	hIAP inh	GRIN3A LBD mod	MPTP block	mIAP act	beta cell repl	hIAP act	mIAP inh	A3A deaminase	APOBEC3G inh
O=C(O)CCc1nn2cnc3sc4c(c3c2nc1=O)CCCC4	14	-1	-1.6	1.1	-3	0.86	-6	5	0
COc1cc(/C=N/NC(=S)NC2CC3C=CC2C3)cc(OC)c1OC (centres undefined)	9	-1	3.3	0.92	-2	0.91	8	-6	-3
N#C/C(=N\Nc1ccc([N+](=O)[O-])cc1)C(N)=S	35*	9	86*	0.66	-4	0.65	34	6	6
NC(=S)Nc1ccc(F)c(F)c1F	-8	0	2.3	1	-2	1.1	-2	-1	-1
O=C(CCc1nnc2ccc(NCc3ccccc3Cl)nn12)NC1CCCCC1	-22	-3	1.9	0.96	-2	1.2	4	-1	-3
CC1CCN(S(=O)(=O)c2ccc3c(c2)N(CC(=O)NCCCN2CCCC(C)C2)C(=O)CO3)CC1 (centres undefined)	-7	2	0.8	1.1	0	1.1	-9	-2	-3
O=C(NCCNC(=O)c1ccc(Br)o1)c1cccnc1	-21	2	-0.8	0.99	0	1.2	1	-4	-9
COc1cc(NC(=O)c2cc(=O)[nH]c3ccc(S(=O)(=O)N4CCOCC4)cc23)cc(OC)c1	-11	0	1.2	1	-2	1.1	-3	35	11
CC(NC(=O)C1=CC=CN2CCS(=O)(=O)N=C12)c1ccc(Cl)cc1Cl (centres undefined)	1	0	0.5	0.95	-4	0.99	5	-5	-9
CCOC(=O)c1c(NC(=O)CSc2nnc(-c3c[nH]c4ccccc34)n2CC)sc2c1CCCC2	2	1	-1.2	1.3	-7	0.98	-28	-3	-2
COC(=O)c1ccc(NC(=S)NCCc2ccccc2C)cc1	5	29*	100*	2*	-5	0.95	-100	-3	-8
COc1cccc(N(CC(=O)NC2CCCC2)C(=O)CCC(=O)Nc2nccs2)c1	-4	0	-0.2	1	0	1	-2	4	-3
N#Cc1cn(-c2cccc(C(F)(F)F)c2)c(=O)[nH]c1=O	-11	-1	0.1	1	-3	1.1	-1	3	2
Cc1ccc(/C=N/NC(=O)Cn2cnc3c2c(=O)n(C)c(=O)n3C)s1	-8	-2	1.7	1	-4	1.1	-3	-2	-8
COc1ccccc1C(=O)NNS(=O)(=O)c1ccc(F)cc1	-11	-1	1.1	0.91	-6	1.1	9	-7	-1
Cc1ccc(C)c(S(=O)(=O)c2c(N)n(/N=C/c3ccco3)c3nc4ccccc4nc23)c1	12	36*	2.5	0.79	-3	0.88	21	11	1
Cc1csc(Nc2ccccc2C(F)(F)F)n1	5	-4	-0.4	0.99	-2	0.95	1	-5	-7
CC(C)(C)NC(=O)NC(=O)CSc1ncccn1	-10	0	-1.9	1.1	1	1.1	-13	-2	-3
O=C(NNC(=O)c1cccs1)c1ccccc1	-7	-1	-1.4	0.89	-2	1.1	11	-7	-13
COCCNC(=O)/C(C#N)=C/c1ccc(C)o1	-4	0	0.3	1	1	1	-1	-3	-11
CC(C(=O)Nc1ccc([N+](=O)[O-])cc1Cl)N1CCN(S(=O)(=O)c2cccs2)CC1 (centres undefined)	0	-2	0.0	0.97	1	1	3	-1	-7
CN(C)S(=O)(=O)c1ccc(C(=O)NCC2(N3CCOCC3)CCCCC2)cc1	2	0	0.1	0.99	0	0.98	1	-1	-5
CC(CCc1ccccc1)NC(=O)COC(=O)C1=COCCO1 (centres undefined)	1	-2	-0.4	1	0	0.99	-1	-1	-4
CCOC(=O)Cc1c(Sc2ccccc2)c2ccccc2n1C	8	12*	-11	0.9	-2	0.92	10	-3	-1
COC(=O)c1ccc(/C=C/c2ccc3cccc(OC(C)=O)c3n2)cc1	4	0	1.6	0.88	-6	0.96	12	6	0

Entries above printed as active in mIAP act.
structure	hIAP inh	GRIN3A LBD mod	MPTP block	mIAP act	hIAP act	mIAP inh	A3A deaminase	APOBEC3G inh
COC(=O)c1ccc(NC(=S)NCCc2ccccc2C)cc1	5	29*	100*	2*	0.95	-100	-3	-8

Additional entries:
SMILES	hIAP inh	GRIN3A LBD mod	MPTP block	mIAP act	beta cell repl	hIAP act	mIAP inh	A3A deaminase	APOBEC3G inh
Cn1c(CBr)c(C(=O)c2ccc([N+](=O)[O-])cc2)c(=O)n(C)c1=O	5	0	2.9	1.1	-3	0.95	-11	-2	-4
NS(=O)(=O)c1cc(C(=O)OC2CCOC2=O)ccc1Cl (centres undefined)	-19	0	-0.4	0.82	-1	1.2	18	-1	-7
CCOc1ccc2c(c1)C(N(CCN1CCOCC1)C(=O)Nc1ccc(OC)cc1OC)CC(C)(C)O2 (centres undefined)	-14	-1	1.5	1.1	-2	1.1	-6	-5	-2
CN(CC1COc2ccccc2O1)C(=S)Nc1ccccc1 (centres undefined)	9	0	-4.0	1.1	1	0.91	-9	-1	-3
Cc1ccc(NC(=O)COn2nnc3ccc(S(=O)(=O)N(C)C)cc32)cc1F	-5	-20	3.2	0.99	-3	1	0	-5	-7
O=C(Cn1nnc(-c2ccccc2)n1)OCc1csc(-c2ccccc2)n1	-12	3	-0.8	0.94	-2	1.1	6	2	0
CCOC(=O)c1c(C)nc2c(c1C)c(=O)oc1ccccc12	-16	1	0.1	1.1	1	1.2	-9	1	-1
CC(=O)c1ccc(NC(=O)C2CCN(S(=O)(=O)c3cccs3)CC2)cc1	4	0	2.1	0.96	-2	0.96	4	7	1
CC(Sc1ncnc2sc(-c3ccccc3)cc12)C(N)=O (centres undefined)	5	4	0.1	0.97	0	0.95	3	1	-3
CCN(CC(=O)Nc1cc(Cl)cc(Cl)c1)CC(=O)NC1CCS(=O)(=O)C1 (centres undefined)	-2	-2	-1.9	1	2	1	-4	-4	-5
CN(C(=O)CN1C(=O)C2C3CC(C(Br)C3Br)C2C1=O)C1CCCCC1 (centres undefined)	-2	-17	-0.1	0.97	-3	1	2	-4	-10
Cc1cc(C)c(NC(=O)CSc2nnc(CNC(=O)c3c(F)cccc3Cl)o2)c(C)c1	-23	1	-0.5	0.91	1	1.2	9	-7	-9
COc1cccc(NC(=O)CCc2nnc3ccc(N4CCN(c5cccc(OC)c5)CC4)nn23)c1	31	1	-0.4	1	1	0.69	0	-2	-1
O=C1C2CCCCN2C(=O)N1CCCCN1CCN(c2cccc(Cl)c2)CC1 (centres undefined)	5	-2	-1.2	1	2	0.95	-1	5	-1
N=C(N)c1ccc(Cl)cc1	0	-1	-0.9	1.1	0	1	-5	1	-4
Cc1cc(-c2ccccc2)n[nH]1	-3	0	-1.4	0.98	-3	1	2	4	1
COc1ccc(NC(=O)C2CCCC2)cc1S(=O)(=O)N1CCOCC1	9	2	0.3	0.93	1	0.91	7	-1	-5
CC1CCCC(C)N1CC(O)COCc1ccccc1F (centres undefined)	-4	-2	-0.3	1	-5	1	-4	-4	-8
Cc1nn2c3c(cnc2c1-c1ccccc1)C(=O)CCC3	-23	1	1.1	1	-3	1.2	-1	-5	-3
O=S(=O)(c1ccc2ccccc2c1)N1CCN(Cc2ccccn2)CC1	11	-1	0.1	1.1	4	0.89	-6	-2	-6
COc1ccc(/C=C(\NC(=O)c2cccs2)C(=O)N2CCOCC2)cc1OC	3	1	-0.1	1	-2	0.97	-3	2	1
CCN(C1CCS(=O)(=O)C1)S(=O)(=O)c1cc(C)ccc1C (centres undefined)	25	1	0.1	0.97	8	0.75	3	1	-4
CCCNC(=S)N1CCC(c2nc3cc(C)c(C)cc3[nH]2)CC1	-34	1	0.0	1.1	-1	1.3	-8	-1	-6
O=C(NCc1cccnc1)Nc1cccc(C(F)(F)F)c1	-20	-1	0.7	1.1	4	1.2	-8	-4	-10
COc1cc(C2C(S(=O)(=O)c3ccccc3)CON2C)ccc1OCc1ccc(F)cc1 (centres undefined)	-26	-1	nt	1.1	2	1.3	-5	2	-5

Next section; the last 3 above are carried over.
SMILES	hIAP inh	GRIN3A LBD mod	MPTP block	mIAP act	beta cell repl	hIAP act	mIAP inh	A3A deaminase	APOBEC3G inh
CCCNC(=S)N1CCC(c2nc3cc(C)c(C)cc3[nH]2)CC1	-34	1	0.0	1.1	-1	1.3	-8	-1	-6
O=C(NCc1cccnc1)Nc1cccc(C(F)(F)F)c1	-20	-1	0.7	1.1	4	1.2	-8	-4	-10
COc1cc(C2C(S(=O)(=O)c3ccccc3)CON2C)ccc1OCc1ccc(F)cc1 (centres undefined)	-26	-1	nt	1.1	2	1.3	-5	2	-5
CCCc1cc(CN(C)C(=O)CC2C(=O)NCCN2Cc2ccccc2C)[nH]n1 (centres undefined)	-30	10	1.0	0.93	8	1.3	7	-3	-8
Cc1ccccc1-c1noc(-c2cccs2)n1	4	4	-0.5	0.94	-4	0.96	6	2	1
CCOC(=O)c1ccc(Nc2nc(N3CCOCC3)nc(N3CCOCC3)n2)cc1	-2	0	0.0	1.1	4	1	-6	-3	-6
COc1cccc(/C=N/n2cnc3c(cnn3-c3ccccc3)c2=O)c1	4	5	2.6	1	-1	0.96	-1	2	11
CCn1c(COc2ccc(C)cc2)nnc1SCC(=O)Nc1ccc2c(c1)OCCO2	-22	3	0.1	1.1	-5	1.2	-14	8	6
CC1(C)CC(CC(=O)Nc2ccccc2[N+](=O)[O-])C(=O)O1 (centres undefined)	-5	0	0.4	1	-2	1.1	-4	-1	-4
O=C(CSCc1cc(=O)n2nc(C3CC3)sc2n1)Nc1ccccc1Cl	28	-4	-2.6	0.99	-2	0.72	1	2	22
CN1CN=C(NS(=O)(=O)c2ccc([N+](=O)[O-])cc2)NC1	24	1	-0.2	1.1	-1	0.76	-6	2	4
COCCN(C(=S)Nc1cc(C)cc(C)c1)C(C)c1cccs1 (centres undefined)	4	1	0.4	1.1	-2	0.96	-7	-2	0
CC(C)n1cnc2cc(NCc3ccccn3)ccc21	12	-1	-1.2	1	0	0.89	0	0	1
O=C(CN1CCN(CC(=O)Nc2ccccc2C(F)(F)F)CC1)Nc1ccccc1F	-14	1	0.6	1	-2	1.1	0	-1	-3
COc1ccc(CC(=O)Nc2ccc(S(=O)(=O)Nc3cc(C)on3)cc2)cc1OC	9	-1	0.5	1	-1	0.91	-3	-5	-7
Cc1cc(OCC(=O)Nc2cccnc2)c2c(C)cc(=O)oc2c1	21	3	-3.3	0.96	1	0.79	4	5	5
Cc1ccc(N(CC(=O)N/N=C/c2ccc(OCC(N)=O)cc2)S(C)(=O)=O)cc1Cl	-2	-1	-1.3	1.1	-1	1	-5	3	-1
Cc1ccccc1NS(=O)(=O)c1ccc2c(c1)n(C)c(=O)n2C	-12	0	-0.6	1	0	1.1	0	-6	-6
Cc1c(C#N)c(N=CN(C)C)c(C(=O)c2ccc(Br)cc2)n1-c1ccccc1	15	-1	-0.2	0.93	0	0.85	7	-4	-8
O=C(Nc1ccc(F)cc1)OCCOc1ccc([N+](=O)[O-])cc1	8	-4	0.7	0.96	-3	0.92	4	-1	-2
O=C(NCc1csc(-c2cccs2)n1)C1CC1	-8	0	-0.4	1.1	0	1.1	-9	4	1
Cc1ccccc1NCc1ccc(O)c2ncccc12	-24	-7	3.2	0.98	-3	1.2	2	-5	-3
O=C(CN1CCN(CC(=O)Nc2ccc(Cl)cc2)CC1)Nc1ccc(F)cc1	-9	0	1.1	0.93	-1	1.1	7	-1	-3
COc1ccc(Cl)cc1S(=O)(=O)Nc1ccc2c(c1)n(C)c(=O)n2C	2	3	0.0	1	0	0.98	-4	2	2
COc1ccc(CCNS(=O)(=O)c2ccc(Br)cc2)cc1OC	2	-1	0.1	0.98	1	0.98	2	-4	-3
CC(C)CC(COCc1ccc(Cl)cc1)N1CCN(C(=O)c2ccc(Cl)cc2Cl)CCC1=O (centres undefined)	-5	-8	0.0	1	-9	1.1	-3	-9	-13
